Screening data from PubChem.
ROC1-CUL1 inh: inhibitors of human ROC1-CUL1 ubiquitin ligase activity; E3 ubiquitin-protein ligase RBX1 (Homo sapiens) + Cullin-1 (Homo sapiens), P62877+Q13616; in vitro K48 di-Ub FRET, acceptor:donor ratio, 45 min; inhibition, % at 10 µM; 140,000 compounds, 0.6% hits; AID 1347404, 2020; in the data active = inhibition above about 25%
Target sequence (P62877 whole entry, looked up): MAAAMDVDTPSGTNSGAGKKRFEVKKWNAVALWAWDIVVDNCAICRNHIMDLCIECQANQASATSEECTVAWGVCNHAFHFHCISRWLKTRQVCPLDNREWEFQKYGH
Target sequence (Q13616 whole entry, looked up): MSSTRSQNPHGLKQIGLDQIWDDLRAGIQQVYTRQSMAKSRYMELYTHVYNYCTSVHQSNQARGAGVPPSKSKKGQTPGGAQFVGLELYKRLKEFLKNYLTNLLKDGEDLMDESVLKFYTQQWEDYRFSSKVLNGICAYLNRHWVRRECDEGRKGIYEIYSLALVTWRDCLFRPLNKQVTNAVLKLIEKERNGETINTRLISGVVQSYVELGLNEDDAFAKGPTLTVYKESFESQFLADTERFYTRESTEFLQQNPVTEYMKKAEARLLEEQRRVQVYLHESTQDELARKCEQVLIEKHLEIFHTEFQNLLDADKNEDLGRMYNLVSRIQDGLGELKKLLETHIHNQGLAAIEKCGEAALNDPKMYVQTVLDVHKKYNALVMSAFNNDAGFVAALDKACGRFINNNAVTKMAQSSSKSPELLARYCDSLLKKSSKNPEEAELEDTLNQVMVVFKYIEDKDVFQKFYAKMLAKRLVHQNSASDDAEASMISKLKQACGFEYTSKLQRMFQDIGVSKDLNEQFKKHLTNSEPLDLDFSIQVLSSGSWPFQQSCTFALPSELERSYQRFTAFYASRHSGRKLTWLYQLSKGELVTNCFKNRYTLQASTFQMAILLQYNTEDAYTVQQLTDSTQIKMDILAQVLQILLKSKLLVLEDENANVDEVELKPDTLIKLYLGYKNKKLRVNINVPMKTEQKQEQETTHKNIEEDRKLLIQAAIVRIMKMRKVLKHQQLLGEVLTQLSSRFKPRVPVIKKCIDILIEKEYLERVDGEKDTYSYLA
* = called active by the depositor.

nr	canonical_smiles	ROC1-CUL1 inh
1	CCC(C)Cn1c(CCO)nc2ccccc21 (stereo unspecified)	-3
2	CC1CCN(CC(O)COC(C)(C)C)CC1 (stereo unspecified)	-10
3	COc1cc(CN(C(=O)Nc2ccccc2)c2ccccn2)cc(OC)c1OC	-1
4	CCOc1ccccc1N(CC)C(=O)c1cc2ccc3cccnc3c2[nH]1	11
5	Cc1cccc(C)c1C(OCC(O)Cn1ccnc1)c1c(C)cccc1C (stereo unspecified)	2
6	O=[N+]([O-])c1ccc(O)c(-c2ccnc3cc(-c4ccccc4)nn23)c1	9
7	C/C(=N/NC(=O)OCc1ccc([N+](=O)[O-])cc1)C(C)(C)C	7
8	Cn1c(=O)[nH]c(=O)c2c1nc(SCC(=O)c1ccc([N+](=O)[O-])cc1)n2CC(O)COc1ccc(Cl)cc1 (stereo unspecified)	12
9	COc1ccc(-c2cc(-c3ccccc3)nc(SCC(=O)c3ccc(C)cc3)c2C#N)cc1	0
10	COc1ccc(C)cc1N(CC(=O)Nc1cc(C(F)(F)F)ccc1Cl)S(=O)(=O)c1ccccc1	1
11	CCNCc1cc(Cl)cc(OC)c1OC(C)C	12
12	COc1ccccc1-n1cc(CN2CCOc3ccc(CN4CCN(CCO)CC4)cc3C2)cn1	0
13	O=C(Nc1ccc(S(=O)(=O)Nc2ncccn2)cc1)c1ccccc1Cl	6
14	COc1ccccc1CNC(=O)c1cccc(N2CCCS2(=O)=O)c1	0
15	COc1ccc(NC(=O)c2ccc(-n3c(C)ccc3C)cc2)c(OC)c1	5
16	COc1ccc(C2(C(=O)Nc3ccccc3OC)CCOCC2)cc1	11
17	Cc1ccc(N2CC(C(=O)N3CCCCC3C)CC2=O)c(C)c1 (stereo unspecified)	10
18	COc1ccc(Br)cc1CNc1ccc(O)cc1	41*
19	CCOC(=O)c1c(-c2ccccc2)csc1NC(=O)CSc1cc(C)c2ccccc2n1	-1
20	CCOc1ccc(-c2cn3c(n2)sc2cc(C(=O)NCCCN4CCCCC4)ccc23)cc1	-170
21	CSc1nc(Cl)cc(N2CCN(C(c3ccc(F)cc3)c3ccc(F)cc3)CC2)n1	8
22	Cc1ccccc1N1C(=O)c2ccc(Oc3cccc(N)c3)cc2C1=O	-5
23	COc1ccc(Cl)cc1NC(=O)CSc1nnc(C)n2c1cc1occc12	7
24	COc1ccc(C(=O)N2CC=C(c3ccccc3)CC2)cc1OC1CCN(C(C)=O)CC1	6
25	COc1ccc(C(=O)N/N=C(/C)c2cccc(NC(=O)C3CCCCC3)c2)cc1	-2
26	CO[C@H]1[C@H](NC(=O)c2ccccn2)c2ccccc2C12CCN(C(=O)CN1CCCC1=O)CC2	7
27	O=C1C2C3c4ccccc4C([N+](=O)[O-])(c4ccccc43)C2C(=O)N1CCCO (stereo unspecified)	5
28	CN1CCN([C@@H]2CCN(C(=O)CCc3ccc(Cl)cc3)C[C@H]2O)CC1	5
29	O=C(CCn1c(=O)oc2ccc(Cl)cc21)N1CCN(c2ccc(F)cc2)CC1	3
30	CCN(CC)c1ccc(NC(=O)C(C)c2cccc(C(=O)c3ccccc3)c2)c(C)c1 (stereo unspecified)	-7
31	C#CCn1c(C2CC(=O)N(c3ccc(OC)cc3)C2)nc2ccccc21 (stereo unspecified)	-3
32	CN=C1CC=C(Br)C=C(C(=O)/C=C/c2ccc(Br)cc2)C1=O	36*
33	O=C1N(Cc2ccccc2F)CCCC1(O)CNCc1ccccc1Cl (stereo unspecified)	-13
34	CCOc1ccc(NC(=O)CCn2cccn2)cc1	4
35	COc1ccccc1CNC(=O)c1ccc(Cn2nc(C)c(Br)c2C)o1	-5
36	Cc1cccn2cc(COc3ccc(-c4ccccc4)cc3)nc12	6
37	CCCSC1=NC2(CCN(C(=O)NC3CCCCC3)CC2)N=C1c1ccc(Cl)cc1	-5
38	CCOC(=O)C1(Cc2ccc(OC)cc2)CCN(C(=O)c2cccc3nccnc23)CC1	11
39	O=C(NCc1ccccc1)c1scc(Br)c1C(=O)NCc1ccccc1	5
40	COc1ccc(CNC(=O)CC2C(=O)NCCN2Cc2ccc(Cl)c(F)c2)cc1 (stereo unspecified)	7
41	CCCCCCc1cc2c(C(F)(F)F)cc(=O)oc2cc1OC(C)=O	-8
42	Cc1ccc(NC(=O)C(C(=O)Nc2ccc(C)cc2)C2=NC(C)(C)Cc3ccccc32)cc1	3
43	O=C(/C=C/c1ccc(-c2ccccc2Cl)o1)c1ccco1	4
44	CC(=O)C1=NN(c2ccc(C)cc2)C2(SCC(=O)N2c2ccccc2)S1 (stereo unspecified)	1
45	CC(C)N(Cc1ccccc1)C(=O)c1nc(-c2ccc(Cl)cc2)n2c1CCCCC2	1
46	C=CCn1c(=O)c2c(nc3n(-c4ccccc4O)c(C)cn23)n(C)c1=O	3
47	Cc1ccc(C2C(=O)c3c(-c4ccccc4)ccc(-c4ccccc4)c3C2=O)cc1	-7
48	CCCc1[nH]nc2c1C(c1cc(OC)cc(OC)c1)C(C#N)C(=N)O2 (stereo unspecified)	-6
49	COC(=O)c1c(NC(=O)c2cc(=O)c3cc(C)cc(C)c3o2)sc2c1CCC2	2
50	COc1cc(-c2ccc(NC(=O)c3ccc(C)o3)c(OC)c2)ccc1NC(=O)c1ccc(C)o1	2
51	Cc1ccc(-c2nnc(-c3ccc(F)cc3)nc2NC(C)C)cc1	-4
52	CN(C)c1oc(-c2ccc(COc3ccccc3)o2)nc1C#N	2
53	Cc1cc(NS(=O)(=O)c2ccc(NC(=O)COc3ccccc3Br)cc2)no1	0
54	COc1ccccc1C(=O)Nc1nc2nc(C)cc(=O)n2[nH]1	-2
55	COc1ccc(CNC(=O)Cn2nnc(-c3ccccc3F)n2)cc1	-7
56	COc1cccc(/C=N/NC(=O)c2cc(-c3ccc(C)o3)[nH]n2)c1O	-3
57	CC1(C)CC(=O)c2c(ncc3c2CC(C)(C)CC3=O)C1	12
58	c1cc2cnc3ccsc3c2s1	-4
59	COc1cccc(N2CCN(C(=O)c3cccn3-c3nnc(N4CCCC4)s3)CC2)c1	-1
60	Fc1ccc(NC(=S)N2CCN(C/C=C/c3ccccc3)CC2)cc1	8

Six of these compounds, reformatted.
nr | ROC1-CUL1 inh | Structure
54 | -2 | COc1ccccc1C(=O)Nc1nc2nc(C)cc(=O)n2[nH]1
55 | -7 | COc1ccc(CNC(=O)Cn2nnc(-c3ccccc3F)n2)cc1
56 | -3 | COc1cccc(/C=N/NC(=O)c2cc(-c3ccc(C)o3)[nH]n2)c1O
57 | 12 | CC1(C)CC(=O)c2c(ncc3c2CC(C)(C)CC3=O)C1
58 | -4 | c1cc2cnc3ccsc3c2s1
59 | -1 | COc1cccc(N2CCN(C(=O)c3cccn3-c3nnc(N4CCCC4)s3)CC2)c1

New compounds follow
nr	canonical_smiles	ROC1-CUL1 inh
61	CN1C(=O)/C(=C/c2ccc(O)c(Cl)c2)SC1=Nc1ccc(Cl)cc1	3
62	Clc1cccc(Cl)c1CNc1ncn[nH]1	-5
63	CCOC(=O)c1c(C)[nH]c(C)c1S(=O)(=O)NCC(=O)N1CCN(c2ccccc2F)CC1	-5
64	CN1C(=O)CC(C(=O)O)SC1=Nc1ccc(Br)cc1 (stereo unspecified)	2
65	COc1ccc(Cl)cc1N(CC(=O)NCC1CCCO1)S(=O)(=O)c1ccccc1 (stereo unspecified)	10
66	COc1ccc(Sc2ccccc2/C=N/O)cc1	7
67	Cc1ccc(NC(=O)Cn2c(=O)n(CCC(=O)NCc3ccc4c(c3)OCO4)c(=O)c3sccc32)c(C)c1	-10
68	Clc1cccc(N2CCN(CN3CCN(c4cccc(Cl)c4)CC3)CC2)c1	5
69	CCOc1ccc(-c2nc(SCC(=O)Nc3ccc(C)c(C)c3)n3[nH]c(=O)cc3n2)cc1	-11
70	Cc1nn2c(=O)c(NC(=O)c3ccccc3C)cnc2s1	-2
71	COC(=O)C(NC(=O)c1ccccc1)(Nc1nccs1)C(F)(F)F (stereo unspecified)	10
72	COCCN(C(=O)c1csc2nc(-c3ccccc3C)cn12)C(C)C	3
73	CC(C)c1cc(C(=O)N2CCc3onc(-c4ccccc4F)c3C2)on1	6
74	CN(C)c1cnn(CC(=O)Nc2ccnn2Cc2cccs2)c(=O)c1	5
75	CCCCN(C)C(=O)C1CCCN(C2CCN(C(=O)C3CC3)CC2)C1 (stereo unspecified)	7
76	Cc1ccc(C)c(N2CCN(C(=O)c3ccc(Nc4nc5ccccc5n5nnnc45)cc3)CC2)c1	-1
77	Cc1coc2c(C)c3oc(=O)c(CC(=O)NCCc4ccc(Cl)cc4)c(C)c3cc12	8
78	COc1ccc(NC(=O)c2ccc(NC(=O)N3CCSc4ncccc43)cc2)cc1	-4
79	CCCCCCCC1=NN2C(=N)/C(=C/c3ccc(-c4ccc(F)cc4)o3)C(=O)N=C2S1	8
80	COCCNC(=O)CCC(=O)N1Cc2cccc(OC)c2Oc2ncccc21	2
81	Cc1ccc(-n2nc(CO)c(C(=O)NC(C)CCCc3ccccc3)n2)cc1 (stereo unspecified)	1
82	CCN(CC)CCCNC(=O)Cn1ncc2c3ccccc3n(Cc3ccccc3)c2c1=O	-5
83	CCCOc1ccc(C(NC(=O)C(C)(C)C)NC(=O)C(C)(C)C)cc1OC	7
84	CCOC(=O)C(c1ccccc1)C(O)c1ccccc1 (stereo unspecified)	11
85	COC(=O)C1C(=N)Oc2c(oc(CO)cc2=O)C1c1cccc(F)c1 (stereo unspecified)	-8
86	O=c1cc(C2CCCNC2)nc(Cc2c(Cl)cccc2Cl)[nH]1 (stereo unspecified)	-4
87	COc1cc(Cl)nc(NC(=O)CN2CC3(OCCO3)c3ccccc3S2(=O)=O)n1	-9
88	O=C([C@@H]1C[C@H]1c1ccccc1)N1CCOc2ccc(CN3CCN(c4ccccn4)CC3)cc2C1	-3
89	COc1ccc(-c2cc(C(F)(F)F)c(C#N)c(SCC(=O)N3c4ccccc4Sc4ccccc43)n2)cc1	-8
90	C#CCOc1ccc(-c2nc(-c3cccc(OC)c3)no2)cc1	7

Pulled by compound from the entries so far:
nr	canonical_smiles	ROC1-CUL1 inh
86	O=c1cc(C2CCCNC2)nc(Cc2c(Cl)cccc2Cl)[nH]1 (stereo unspecified)	-4
74	CN(C)c1cnn(CC(=O)Nc2ccnn2Cc2cccs2)c(=O)c1	5
75	CCCCN(C)C(=O)C1CCCN(C2CCN(C(=O)C3CC3)CC2)C1 (stereo unspecified)	7
76	Cc1ccc(C)c(N2CCN(C(=O)c3ccc(Nc4nc5ccccc5n5nnnc45)cc3)CC2)c1	-1

Continued.
nr	canonical_smiles	ROC1-CUL1 inh
91	O=C(CN1CCCCC1)Nc1ccc2c(c1)OCCO2	-1
92	CC(C)CNC(=O)CN(C1CCCCC1)S(=O)(=O)c1ccccc1	-3
93	O=c1ccccc2c(/C=C/c3ccc(Cl)cc3Cl)nn(-c3ccccc3)c12	26*
94	CC12CCC(C(N)=O)(c3nc4ccccc4nc31)C2(C)C (stereo unspecified)	-1
95	CCC1(C)Cc2c(sc(N)c2C(=O)O)CO1 (stereo unspecified)	-3
96	O=C(CSc1ncc(-c2ccc(Br)cc2)[nH]1)Nc1ccc(Cl)cc1	-17
97	O=C(COc1ccc(Cl)cc1)n1c(=O)sc2ccccc21	-3
98	CCc1nc2nc3c(cn2n1)C(=O)CCC3	-2
99	Cc1csc2nc(-c3ccc(NS(=O)(=O)c4cccc(F)c4)cc3)cn12	-10
100	Cc1cc(C)c2c(=O)c(C=C3C(=O)c4ccccc4C3=O)coc2c1	-4
101	COC(=O)c1sccc1S(=O)(=O)N(CC(=O)Nc1cc(C)ccc1C)c1ccc(C)c(C)c1	1
102	CCOC(=O)c1cnc2c(Cl)cc(Cl)cc2c1NCC(C)O (stereo unspecified)	8
103	CCN1CCN(c2nc3c(S(=O)(=O)c4ccc(Br)cc4)nnn3c3ccsc23)CC1	2
104	Cc1ccc(C(=O)NC(NCc2ccco2)C(Cl)(Cl)Cl)cc1 (stereo unspecified)	3
105	CN(C)C1(CNC(=O)COc2cccc(Cl)c2)CCCCC1	1
106	Cc1ccccc1C(=O)Nc1nnc(S(=O)(=O)N2CCc3ccccc32)s1	-4
107	O=C(NCC1CCCN(Cc2ccncc2)C1)c1ccc(F)cc1 (stereo unspecified)	3
108	COC1CCCN(c2nc3nonc3nc2NCc2ccccc2)C1 (stereo unspecified)	-1
109	CCOCc1cc(CN2CCc3onc(-c4ccccc4)c3C2)ccc1OC	-5
110	CC1=CC(=Nc2ccccc2)CC(=O)N1C	7
111	COc1cc(-c2nc(-c3ccccc3)c(-c3ccccc3)[nH]2)cc(OC)c1OCC(=O)Nc1ccc(OC(F)(F)F)cc1	-3
112	COc1cccc2c1N=C1OC(C)(C)CC1C2=O (stereo unspecified)	1
113	CCCCCC(=O)Nc1sc2c(c1C(N)=O)CCCCCC2	-1
114	Cc1cc(CNc2nc3nonc3nc2N2CCCC2)nn1C	7
115	O=c1cc(N2CCCCC2)cnn1Cc1cnn(-c2ccccc2F)c1	7
116	CCNc1nc(NCC)nc(N(C#N)CC)n1	6
117	C=CCn1c(=O)c2c(nc3n2CC(C)=NN3C)n(C)c1=O	13
118	Fc1ccc(OCCN2CCN(C(c3ccccc3)c3ccccc3)CC2)cc1	-3
119	COc1cc(C(=O)N2CCN(c3ncccn3)CC2)ccc1OC1CCN(C)CC1	7
120	Cn1c(=O)sc2cc(NS(=O)(=O)c3ccc(C(C)(C)C)cc3)ccc21	-4
121	Cc1ccc(OCc2nnc(NC(=O)OCC(C)C)s2)c(C)c1	9
122	CCCC1C(=O)C(C)C(c2ccc(Cl)cc2)NC1c1ccc(Cl)cc1 (stereo unspecified)	-6
123	CCOc1ccc(-c2nn(-c3ccc(F)cc3)c3c2cnc2ccc(F)cc23)cc1	4
124	CCCCCCC(=O)C1C(=O)NC(=O)N(c2ccccc2OC)C1=O (stereo unspecified)	-12

3 compounds out of the list, ordered by count of non-hydrogen atoms, smallest number first.
nr	canonical_smiles	ROC1-CUL1 inh
121	Cc1ccc(OCc2nnc(NC(=O)OCC(C)C)s2)c(C)c1	9
124	CCCCCCC(=O)C1C(=O)NC(=O)N(c2ccccc2OC)C1=O (stereo unspecified)	-12
123	CCOc1ccc(-c2nn(-c3ccc(F)cc3)c3c2cnc2ccc(F)cc23)cc1	4

A portion of the library, so the mix of outcomes need not match the whole.
